# Screens: PubChem BioAssay, several laboratories
# FXIa inh – inhibitors of human coagulation factor XIa | purified FXIa, Boc-Glu-Ala-Arg-AMC fluorogenic substrate | inhibition, % at 5 µM | hit rate 0.14% among 220,000 | AID 798;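 active means inhibition of at least 40%; inactive means inhibition below 40%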;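 further: fluorescence of freed AMC excited at 355 nm; 0% = enzyme without compound and 100% = no enzyme blank; many of its hits are not listed in these tables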
# Wee1 stabilizer – human Wee1 degradation inhibition, primary screen; AID 1321; HeLa Luc-Wee1K328M stability, luciferase luminescence; 100% = proteasome inhibitor MG132 effect; reporter increase, % at 5 µM; hit rate 1.2% among 220,000;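 active means activation above the mean of all tested compounds plus 3 SD, set per screening run, cut at about 8.8% in these data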;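 further: cells exposed to compound for 20 h before luminescence read; 0% = DMSO alone and 100% = MG132 at 30 µM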
# eIF4E-4G inh – blocks eIF4E binding to eIF4G | AID 782 | hit rate 0.37% among 220,000 | TR-FRET eIF4E-eIF4GI(517-606) binding, 2 h | inhibition, % at 21.7 µM | P63073+Q04637;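 active means inhibition above about 30%, limit read from the data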;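 further: 0% = full FRET control wells and 100% = background wells lacking eIF4GI fragment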
# Target sequence (P63073 whole entry, looked up, the tested form may be a part): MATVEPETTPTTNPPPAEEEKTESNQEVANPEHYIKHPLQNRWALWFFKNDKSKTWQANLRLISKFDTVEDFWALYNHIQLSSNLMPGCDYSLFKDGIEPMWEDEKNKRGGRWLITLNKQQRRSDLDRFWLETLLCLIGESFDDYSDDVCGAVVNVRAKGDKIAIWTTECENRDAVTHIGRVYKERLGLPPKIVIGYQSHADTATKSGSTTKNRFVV
# Target sequence (Q04637 whole entry, looked up, the tested form may be a part): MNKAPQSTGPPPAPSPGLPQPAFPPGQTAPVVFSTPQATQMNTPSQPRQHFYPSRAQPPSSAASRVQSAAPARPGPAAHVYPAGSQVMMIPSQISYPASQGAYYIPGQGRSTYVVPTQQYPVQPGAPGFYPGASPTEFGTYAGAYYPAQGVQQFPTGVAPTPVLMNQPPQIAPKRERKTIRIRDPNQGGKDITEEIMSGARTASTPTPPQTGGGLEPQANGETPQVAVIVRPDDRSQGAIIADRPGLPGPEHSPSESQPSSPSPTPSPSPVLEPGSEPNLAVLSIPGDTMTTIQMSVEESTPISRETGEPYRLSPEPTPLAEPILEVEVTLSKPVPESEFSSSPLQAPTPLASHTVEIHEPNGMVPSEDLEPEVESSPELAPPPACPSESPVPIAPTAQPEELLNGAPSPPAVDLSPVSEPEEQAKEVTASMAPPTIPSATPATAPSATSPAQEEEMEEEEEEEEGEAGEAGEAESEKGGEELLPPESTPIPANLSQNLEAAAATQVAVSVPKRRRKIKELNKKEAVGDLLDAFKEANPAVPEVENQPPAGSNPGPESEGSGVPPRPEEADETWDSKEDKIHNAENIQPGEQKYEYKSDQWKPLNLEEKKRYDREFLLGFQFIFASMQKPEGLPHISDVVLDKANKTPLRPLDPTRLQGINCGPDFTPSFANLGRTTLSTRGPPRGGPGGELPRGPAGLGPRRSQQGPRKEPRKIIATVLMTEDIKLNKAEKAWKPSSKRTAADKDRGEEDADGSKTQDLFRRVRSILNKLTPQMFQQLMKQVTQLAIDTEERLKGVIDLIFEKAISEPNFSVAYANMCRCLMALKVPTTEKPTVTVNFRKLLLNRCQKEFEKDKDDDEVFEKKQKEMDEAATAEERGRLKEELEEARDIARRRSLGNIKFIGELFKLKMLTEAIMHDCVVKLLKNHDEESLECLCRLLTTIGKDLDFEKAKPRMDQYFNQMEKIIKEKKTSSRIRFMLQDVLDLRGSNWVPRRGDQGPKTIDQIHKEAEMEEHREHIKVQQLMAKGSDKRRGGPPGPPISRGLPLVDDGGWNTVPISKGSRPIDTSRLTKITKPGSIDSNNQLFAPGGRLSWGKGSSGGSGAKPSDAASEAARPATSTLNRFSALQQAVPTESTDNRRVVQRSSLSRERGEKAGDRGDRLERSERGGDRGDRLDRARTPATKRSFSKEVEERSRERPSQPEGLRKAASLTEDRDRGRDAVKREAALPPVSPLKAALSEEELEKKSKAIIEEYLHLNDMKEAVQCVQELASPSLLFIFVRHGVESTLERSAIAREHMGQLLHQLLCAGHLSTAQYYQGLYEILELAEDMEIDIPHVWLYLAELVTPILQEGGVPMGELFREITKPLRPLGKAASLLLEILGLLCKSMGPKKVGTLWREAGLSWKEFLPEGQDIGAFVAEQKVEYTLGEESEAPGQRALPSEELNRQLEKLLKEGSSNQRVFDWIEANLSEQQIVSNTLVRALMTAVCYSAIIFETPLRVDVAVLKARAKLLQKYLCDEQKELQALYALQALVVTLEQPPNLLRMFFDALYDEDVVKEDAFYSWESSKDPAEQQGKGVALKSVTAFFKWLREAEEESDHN
# FXIIa inh 1536 – factor XIIa (human) inhibition. hit rate 0.3% among 220,000. inhibition, % at 5 µM. P00748. purified FXIIa, Boc-QGR-AMC fluorogenic substrate, 2 h; in the data active means inhibition above about 40%;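 further: 0% = enzyme with no compound and 100% = blank without enzyme; many of its hits are not listed in these tables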
# 14-3-3 Bad PPI – disrupts binding of bovine 14-3-3 zeta to phospho-Bad peptide; TR-FRET 14-3-3zeta/Dy647-pBad peptide displacement, 1 h; inhibition, % at 21.7 µM; hit rate 0.71% among 220,000; AID 781;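 active means inhibition above about 70%, limit read from the data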;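 further: 0% = full 14-3-3 plus peptide FRET controls and 100% = background without 14-3-3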
# Rad51 HR inh – blocks human Rad51 in homologous recombination. Q06609. hRad51 DNA strand exchange, fluorescence dequenching. inhibition, % at 10 µM. hit rate 0.085% among 200,000. AID 1385;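 active means inhibition above 40% at the single screening dose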;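 further: 0% = DMSO control wells and 100% = blanks with heterologous ssDNA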
#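 Test system: preformed human Rad51 ssDNA filaments; also added: Donor/quencher-labelled 47-bp dsDNA substrate; doses: 10 µM final, single point; times: 37 °C 15-min filament assembly, 30-min compound preincubation, 15-min exchange; detection: FRET fluorescence dequenching, excitation 485 nm, emission 520 nm; read-out basis: Fluorescence-based percent inhibition, control- and blank-normalised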
# p97 inhibitor – inhibitors of human p97 ATPase | P55072 | recombinant p97 ATPase, Kinase-Glo ATP luminescence, 3 h | inhibition, % at 8 µM | hit rate 0.42% among 220,000 | AID 1481; in the data active means inhibition above about 15%;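 further: 0% = DMSO vehicle and 100% = wells lacking enzyme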
# Mdm2 ligase inh – blocks human Mdm2 ubiquitin ligase activity. Q00987. cell-based MDM2 ubiquitination luciferase reporter, 2 h; 0 = plate control, 100 = twice control, blank-subtracted. signal enhancement, % at 5 µM. hit rate 0.11% among 210,000. AID 1230;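 active means signal enhancement of 30% or more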;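 further: luminescence tracks abundance of the self-degrading MDM2-luciferase fusion protein; higher signal means inhibition of MDM2 E3 ligase activity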
#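 system = mammalian cells stably expressing self-ubiquitinating, self-degrading MDM2 E3–luciferase fusion | quantity = 2000 cells per well seeded | incubation = 4 h cell settling then 2 h compound exposure, 37 °C | signal = SteadyLite luminescence, 15 min reagent step | benchmarks = plate control and blank wells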
# hK5 inh – inhibitors of human kallikrein 5; recombinant hK5, fluorogenic AMC substrate cleavage; inhibition, % at 5 µM; hit rate 0.59% among 210,000;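 active means inhibition of 40% or more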;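 further: 0% = enzyme controls without compound and 100% = no-enzyme blanks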
# Numbers without * were called inactive; x = not tested or not shown; [ ] = dose if it differs, or a comment. Compounds were not picked by outcome; about 3.5% have a hit in one of these screens.
SMILES,FXIa inh,Wee1 stabilizer,eIF4E-4G inh,FXIIa inh 1536,14-3-3 Bad PPI,Rad51 HR inh,p97 inhibitor,Mdm2 ligase inh,hK5 inh
S=c1[nH]nc(C2CCCCC2)n1/N=C/C=C/c1ccccc1,0,0,8,13,-2,x,-2,-12,3
COC(=O)N/N=C(\C)c1ccc(-n2ccnc2)cc1,1,2,-3,5,-6,-3,3,0,2
COc1cc(NC(=S)NCc2ccc(S(N)(=O)=O)cc2)c(OC)cc1Cl,4,-1,-9[fluorescence artefact?],12,-7,-5,5,-7,-7
NS(=O)(=O)c1cccc(NC(=O)CSc2nn(-c3ccccc3)c(=S)s2)c1,-2,1,7[fluorescence artefact?],-3,-16,8,0,-4,-11
O=C(NCc1ccco1)C1CCN(c2nnc(-n3cccc3)s2)CC1,-1,0,2,8,-1,-7,-3,-6,-20
CCS(=O)(=O)n1nc(-c2ccc(Cl)cc2)nc1N,2,2,0[fluorescence artefact?],9,6[fluorescence artefact?],7,2,0,-5
Cn1c(=O)c2cc(S(=O)(=O)Nc3cccc(F)c3)ccc2n(C)c1=O,2,-2,-6,12,1,x,3,-5,2
Cc1ccc(C2=C/C(=C/c3cccnc3)C(=O)O2)c(C)c1,2,-1,8[fluorescence artefact?],3,-12[fluorescence artefact?],-5,-1,11,-12
c1ccc2c(Nc3nc(-c4ccncc4)nc4ccccc34)cccc2c1,1,-3,-1,12,17,x,11,-1,3
COc1cc(/C=N/O)c(Br)cc1OCC(=O)Nc1ccccc1C,11,-1,11,14,-1,16,0,1,-11
S=C(NC1CCCCC1)N1CCN(c2ccccn2)CC1,0,4,-2,5,-25[fluorescence artefact?],7,-5,-4,-13
COc1ccc(Nc2nc3ccccc3n3cnnc23)cc1,4,-2,-4[fluorescence artefact?],16,8,-1,3,-7,3
CCOc1cc(/C=C2/NC(=O)NC2=O)cc(Br)c1OCc1ccc(C(=O)O)cc1,-4,-1,-2,1,11,0,3,-6,-17
N#Cc1ccc(N2CCOCC2)nc1,-1,-2,-1,10,-8,10,2,-5,-4
CCSC1=C(C#N)C(c2ccc(F)cc2)CC(=O)N1 (stereo not drawn),18,-2,3,21,2[fluorescence artefact?],4,-7,-8,-30
CCCC(=O)Nc1ccc2nc(SCC(=O)Nc3nccs3)sc2c1,-7,3,1,3,13[fluorescence artefact?],x,4,-14,1
O=C(O)/C=C/C(=O)N1CCN(C(c2ccccc2)c2ccccc2)CC1,4,0,-1,3,1,6,3,-20,-11
COc1ccc(NC(=O)COC(=O)c2cc(OC)c(OC)cc2NC(=O)c2ccco2)cc1OC,7,-1,-20[fluorescence artefact?],20,50[fluorescence artefact?],13,3,-16,5
Cc1nc(C(F)(F)F)nc(Nc2ccc(Br)cc2)c1C#N,5,-1,-7,7,-5[fluorescence artefact?],-7,-4,-2,-5
CC1(C)NC(=O)N(CCOCCOc2ccc3ccccc3c2Br)C1=O,1,6,-8,18,-6,0,-2,-7,-10
COc1ccc(N2C(=O)c3ccccc3NC23CCC(C)CC3)cc1 (stereo not drawn),-5,-1,1,-1,-3[fluorescence artefact?],x,2,x,-2
CNC(=O)COC(=O)c1ccccc1C(=O)c1ccc(Cl)c([N+](=O)[O-])c1,2,-1,2,15,-8,13,6,7,11
CC(NC(=O)c1cccc(N2CCCC2=O)c1)c1ccc2c(c1)OCCO2 (stereo not drawn),2,2,-4[fluorescence artefact?],11,5,0,5,-8,-28
CCNc1nc(NC(C)CC)nc(Oc2ccc(=O)[nH]n2)n1 (stereo not drawn),3,0,-1,13,2[fluorescence artefact?],1,1,-22,0
Cc1cc(C)c(C#N)c(N2CCN(Cc3ccccc3)CC2)n1,-10,0,-2,-4,-16[fluorescence artefact?],3,0,-10,2
# Later entries:
SMILES,FXIa inh,Wee1 stabilizer,eIF4E-4G inh,FXIIa inh 1536,14-3-3 Bad PPI,Rad51 HR inh,p97 inhibitor,Mdm2 ligase inh,hK5 inh
COc1cc2c(cc1OC)C(Cc1ccc(O)cc1)NCC2 (stereo not drawn),1,-1,0,10,1,-28,6,x,-9
O=C(COn1nnc2ccc(Cl)cc21)NCc1ccccc1,3,-2,-1[fluorescence artefact?],-1,-8,-7,8,-20,10
O=C(O)c1ccc2c3c(cccc13)C(=O)N(c1ccccc1)C2=O,-5,2,11,-2,26,x,6,-12,-6
CCC(C)(C)n1nnnc1CN1CCN(C(c2ccccc2)c2ccccc2)CC1,17,0,2,28,-2[fluorescence artefact?],-5,-10,-25,-5
C=CCNC(=S)NCc1ccc(CNC(=S)NCC=C)cc1,-4,-2,-4,8,2,-19,-4,-16,-11
O=P(c1ccccc1)(c1ccccc1)c1nc(-c2ccccc2)oc1N1CCOCC1,0,-1,0,1,1,x,-2,1,-1
CNC(=O)N(O)C1N(C)C(=O)N(Cc2ccccc2)C1(C)C (stereo not drawn),8,-1,-9,18,-4,2,-5,12,5
Cc1ccc(-c2nn(-c3ccccc3)cc2/C=C/C(=O)O)o1,5,2,0,10,7,-5,-1,-12,4
Cc1cc(OCC(=O)Nc2ccc(OCc3ccccc3)cc2)nc(C(C)C)n1,0,1,-1,7,-1,-3,-3,-2,-4
CCOC(=O)C1(C)/C(=N/Nc2cccc(Cl)c2)C(=O)C(=O)N1c1ccccc1 (stereo not drawn),11,-1,9,15,15,-6,1,-2,12
Clc1ccc(CN2CCC(Cc3ccccc3)CC2)cc1,-6,-3,0,1,16[fluorescence artefact?],0,-3,-17,-6
C=CCNC(=O)CC(=O)N/N=C/c1ccccc1F,-1,0,-5,13,-1,7,5,-17,-14
CCCCC(=O)NC(NC(=O)CCCC)c1ccc(OCCC)c(OC)c1,5,2,2,6,-4,15,1,2,-10
O=C(COC(=O)c1cccc(S(=O)(=O)N2CCc3ccccc32)c1)Nc1ncc(Cl)cc1Cl,-3,0,-2,7,-1,3,-2,8,-24
Cc1ccc(C(=O)N2CCN(C(=O)CN3CCCC3)C2)cc1,11,-2,10,21,6,-4,3,-8,1
CN1CCN(Cc2oc(CO)cc(=O)c2O)CC1,-11,-1,7,0,-9,-7,3,-7,-20
Cc1ccc(C)c(N2CCN(CCCNC(=O)Cn3cc4c(n3)CCC(C)C4)CC2)c1 (stereo not drawn),-4,2,2,3,-3,x,-1,-21,-8
O=c1[nH]nc2c3ccccc3cnn12,3,0,-2,31,-8[fluorescence artefact?],1,-1,-4,-17
CCCCN(C)CCCNC(=O)CCn1nc(-c2ccccc2)ccc1=O,-1,-1,3,4,1,x,-6,-12,-4
O=C(CN1CCOCC1)NN=C1CCCCCCCCCCC1,-3,-2,4,3,-2,2,0,-4,-19
O=C(Nc1ccccc1Cl)N1CCCN(c2nc(-c3ccccc3)ns2)CC1,-2,5,-7,2,-4,16,-2,-2,-4
CCCCc1ccc(NC(=S)NCc2cccc(OC)c2)cc1,-4,-2,-1,6,-10,-4,-6,-3,20
COC(=O)c1cc(NS(=O)(=O)c2ccc(NC(C)=O)cc2)cc(C(=O)OC)c1,-8,-2,14,4,2,-10,4,-9,4
CCOc1ccc(CC2c3cc(OCC)c(OCC)cc3CCN2C(=O)c2cc(OC)c(OC)c(OC)c2)cc1OCC (stereo not drawn),-4,-3,8,2,-2,0,2,-13,-7
COc1ccnc(Nc2ccc(C)c(C)c2)c1C#N,-1,0,7,4,-23,6,2,-4,6
# The list continues.
SMILES,FXIa inh,Wee1 stabilizer,eIF4E-4G inh,FXIIa inh 1536,14-3-3 Bad PPI,Rad51 HR inh,p97 inhibitor,Mdm2 ligase inh,hK5 inh
COc1cccc(C2=NN(C(=O)CCCC(=O)O)C(c3cccs3)C2)c1 (stereo not drawn),-7,0,3,3,4,-7,-4,-11,3
O=C(Cn1cnc2c(oc3ccccc32)c1=O)NCc1ccccc1,-15,1,0,-4,-13,6,-5,-20,17
O=C(O)CCc1nn2c3ccccc3n(CC(=O)c3ccccc3)c2nc1=O,-9,-2,-2,-5,-2,-3,5,-6,0
CN(C)S(=O)(=O)Oc1ccsc1C(=O)Nc1cccc(Cl)c1,19,-1,3,47*,1,-8,1,-2,6
COc1ccccc1C(=O)NC(CCSC)C(=O)NC1CCCCCC1 (stereo not drawn),2,0,-1,11,-9,10,0,-8,17
Cc1ccc(C(=O)N/C(=C\c2ccc(Br)cc2)c2nc(=S)[nH][nH]2)cc1,0,5,9,8,-7[fluorescence artefact?],15,6,-2,18
O=C(NCC1CCCO1)C1CCN(S(=O)(=O)N2CCCC2)CC1 (stereo not drawn),5,3,-6[fluorescence artefact?],13,-12[fluorescence artefact?],-8,1,-18,-7
COc1ccc(OC)c(C(c2nnnn2C2CCCC2)N2CCN(c3ccccc3F)CC2)c1 (stereo not drawn),4,-3,3,-3,70,-6,-5,-2,-4
O=C1/C(=C\c2ccc(-c3ccccc3Cl)o2)SC(=S)N1CC1CCCO1 (stereo not drawn),3,-3,-6,16,-3,-18,-3,-11,7
CCn1c(NCc2ccco2)nc2c1c(=O)n(C)c(=O)n2C,8,3,4,15,-6,4,-1,-1,-7
CCN(CC(=O)NCc1cccs1)S(=O)(=O)c1ccc([N+](=O)[O-])cc1,-4,-1,-1,5,2,0,1,9,0
COc1ccc(CCNc2oc(-c3cccc4ccccc34)nc2P(=O)(OC)OC)cc1OC,3,2,8,1,-23,3,0,14,-49
CN(CC(=O)Nc1ccc(C#N)cc1)Cc1ccc(Cl)c(Cl)c1,0,-1,11,13,2[fluorescence artefact?],-2,-1,1,-5
COc1ccc(NC(=O)C(=S)N2CCCC2)cc1,-1,-1,1,5,-5,9,5,-11,3
COc1ccc2[nH]c(=O)c(NC(N)=S)nc2c1,4,-1,1,19,5[fluorescence artefact?],-11,6,4,-19
COn1c(C)c(C(C)=O)c2c3no[n+]([O-])c3ccc21,5,3,2[fluorescence artefact?],13,-10[fluorescence artefact?],-5,-5,-6,-3
CC(C)(C)C(=O)N=C1SC2CS(=O)(=O)CC2N1c1ccc2c(c1)OCO2 (stereo not drawn),-3,0,6[fluorescence artefact?],-4,-5,1,-6,8,-5
O=C(c1ccc(F)cc1)N1CCC(n2nnc3ccccc32)CC1,-2,-1,4,8,-11,1,5,21,8
Cc1nnc(SCC(=O)N2CCc3ccccc32)n1-c1ccccc1,-8,4,2,1,4,4,2,-2,-8
C/C(=N\NC(=O)c1ccc(CSc2nc(C)cc(C)n2)cc1)C1CCCCC1,-4,0,-3,1,-11,-2,-5,5,-11
O=C(NCc1ccccc1)C1CC(=O)N(C2CCCCCC2)C1 (stereo not drawn),-4,-1,0,2,-4,-1,-4,-3,-23
COC(=O)Cn1cnc2c(C#N)c3n(c2c1=O)CCCC3,-2,-2,11,3,4,-8,0,-14,1

# Compound profiles, from the list above. Order of values: FXIa inh	Wee1 stabilizer	eIF4E-4G inh	FXIIa inh 1536	14-3-3 Bad PPI	Rad51 HR inh	p97 inhibitor	Mdm2 ligase inh	hK5 inh
# COn1c(C)c(C(C)=O)c2c3no[n+]([O-])c3ccc21 reads 5	3	2[fluorescence artefact?]	13	-10[fluorescence artefact?]	-5	-5	-6	-3
# CCn1c(NCc2ccco2)nc2c1c(=O)n(C)c(=O)n2C reads 8	3	4	15	-6	4	-1	-1	-7
# COC(=O)Cn1cnc2c(C#N)c3n(c2c1=O)CCCC3 reads -2	-2	11	3	4	-8	0	-14	1
